Screening results (PubChem)
FBPA Giardia inh: Giardia lamblia aldolase inhibition. A8B2U2. purified Giardia FBPA. Potency, µM (series often up to 59.6 µM), for the others: top-dose activity, negative = inhibition, most hits filed as inhibitors. 290,000 tested, 0.71% active; further: potency means the concentration at half of the fitted maximal effect; nearly all actives have a fitted effect of over 55% in size
Target sequence (A8B2U2 whole entry, looked up): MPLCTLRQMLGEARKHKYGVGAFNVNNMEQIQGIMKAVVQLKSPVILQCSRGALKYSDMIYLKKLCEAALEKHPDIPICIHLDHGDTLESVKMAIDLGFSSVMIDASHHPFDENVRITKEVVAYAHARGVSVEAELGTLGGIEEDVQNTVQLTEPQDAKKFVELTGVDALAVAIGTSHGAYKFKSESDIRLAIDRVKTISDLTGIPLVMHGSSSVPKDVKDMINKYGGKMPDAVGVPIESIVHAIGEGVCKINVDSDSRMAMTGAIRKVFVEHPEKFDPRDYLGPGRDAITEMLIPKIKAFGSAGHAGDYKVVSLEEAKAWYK
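Giardia FBPA (40 nM reagent) was preincubated 10 min at RT with compound (up to 57.5 uM final), then substrate plus GAPDH/TPI/NAD/arsenate coupling system with diaphorase/resazurin was added; resorufin fluorescence (525/598 nm) was read after 20 min.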
Sm TGR block: inhibitors of Schistosoma mansoni thioredoxin glutathione reductase; Q962Y6; purified TGR, DTNB reduction, TNB absorbance 405 nm; Potency, µM (top dose mostly 114 µM), for inactives: at the top dose activity change, negative = inhibition, hits mostly inhibitors; 360,000 tested, 3% active; further: potency means the concentration at half of the fitted maximal effect; nearly all actives have a fitted effect of over 60% in size
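TGR 20 nM + NADPH 100 uM (dispensed conc.), cpd preinc 15 min RT; start with NADPH (500 uM addition) then DTNB (15 mM addition). Kinetic TNB absorbance, 405 nm filter. Four-parameter Hill fit across titration.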
AmpC inh no detg: inhibitors of E. coli AmpC beta-lactamase without detergent. P00811. AmpC nitrocefin hydrolysis, absorbance 480 nm, 0.0001% Triton. Potency, µM (titrated, usually from 57.1 µM), for inactives: top-dose activity change, negative = inhibition, hits mostly inhibitors. 330,000 tested, 0.52% active;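 further: potency means the concentration at half of the fitted maximal effect; plate controls were no compound for no effect and no enzyme for full effect; nearly all actives have a fitted effect of over 20% in size; some results filed as inactive show a strong effect at the top dose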
Target sequence (P00811 whole entry, looked up): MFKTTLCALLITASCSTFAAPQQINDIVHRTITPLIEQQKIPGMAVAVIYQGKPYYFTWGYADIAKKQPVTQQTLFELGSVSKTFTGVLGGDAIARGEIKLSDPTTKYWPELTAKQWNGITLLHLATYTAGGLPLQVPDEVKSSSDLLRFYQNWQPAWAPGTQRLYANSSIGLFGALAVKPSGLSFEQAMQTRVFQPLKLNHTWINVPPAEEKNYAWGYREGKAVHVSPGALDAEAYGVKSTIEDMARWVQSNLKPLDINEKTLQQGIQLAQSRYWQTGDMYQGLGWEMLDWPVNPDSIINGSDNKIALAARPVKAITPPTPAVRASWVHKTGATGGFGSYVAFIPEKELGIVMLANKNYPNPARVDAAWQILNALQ
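20 mM phosphate pH 7.0 + 0.01% (detergent screen) or 0.0001% Triton X-100; 5.3 nM AmpC reagent; cpd preinc 15 min RT; nitrocefin (800 uM stock) to start; A480 q20 s × 4 min; Activity was normalised to no-enzyme and no-compound control wells.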
HCV inh: blocks hepatitis C virus; 340,000 tested, 3.4% active; Potency, µM (series often up to 41.8 µM), without a hit: at the highest dose activity change, negative = inhibition, usual class: inhibitors; Huh7.5.1 HCVcc-Cre infection, luciferase reporter, 44 h; further: potency means the concentration at half of the fitted maximal effect
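Reporter virus HCVcc-Cre (~0.5 moi) infects cells exposed to compound; seeding density 1,000 cells/well with 4 h settling beforehand. Luminescence, 15 sec read, taken 44 h post-infection following a 15 min RT substrate incubation.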
HCMV inh: inhibitors of human cytomegalovirus. HFF cells, HCMV-luciferase reporter, 72 h; stronger effect = lower value. 410,000 tested, 4.5% active. activity change, negative = inhibition, % at 57.5 µM; in the data active means activity change below about -60%; inconclusive means no clear call, values can overlap the other calls; inactive means above about -39%
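Inhibition of viral replication was scored as loss of reporter luminescence in HFFs infected with HCMV-luciferase (MOI 1 PFU/cell) for 72 h; compounds tested at 2 doses, normalized to buffer and Salinomycin controls.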
AmpC inh detg: AmpC beta-lactamase inhibition with detergent present; Potency, µM (titrated, usually from 114 µM), inactives show top-dose activity change, negative = inhibition, actives largely listed as inhibitors; 370,000 tested, 0.041% active; AmpC hydrolysis of nitrocefin, absorbance 480 nm, 0.01% Triton;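 further: potency means the concentration at half of the fitted maximal effect; 0% = no-compound wells and -100% = no-enzyme wells; nearly all actives have a fitted effect of over 25% in size; some results filed as inactive show a strong effect at the top dose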
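AmpC (5.3 nM in the dispensed reagent) in 20 mM phosphate pH 7.0 with 0.01% (detergent screen) or 0.0001% Triton X-100 was preincubated with compounds for 15 min at room temperature. Nitrocefin was then added from an 800 uM solution, and hydrolysis was followed at 480 nm.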
Numbers without * were called inactive; ? = inconclusive; . = no result given; [ ] = another dose, or the depositor's remark. Unless noted, the call rests on the fitted dose curve; in most records, active means well fitted curve in the direction sought with a large enough effect; inconclusive means small, poorly fitted or top-dose-only effect, or another doubt; inactive means no such curve, though single readings can be large; an effect the other way counts as inactive or inconclusive. Unless noted, on the % scale 0 is the no-effect control and ±100 the full control effect.

Order of results: FBPA Giardia inh	Sm TGR block	AmpC inh no detg	HCV inh	HCMV inh	AmpC inh detg
1) S=C(NCCN1CCOCC1)Nc1cccc(Cl)c1
→ -2.3%	3.1%	-22.4%	15.0%	26.8	?
2) COc1cc2c(cc1OC)CN(C(=O)CSc1nnc3scc(-c4ccccc4)n13)CC2
→ -15.8%	-25.1%	-7.5%	1.1%[8.37 µM]	-18.2	-0.9%
3) COc1cc2c(cc1OC)CN(CC(=O)Nc1cccc(C)c1)CC2
→ -9.3%	-2.2%	13.8%	-2.4%	21.7	-1.9%
4) COc1ccc(-c2noc(N3CCC(C(=O)NCCCN4CCC(C)CC4)CC3)n2)cc1
→ -12.8%	-19.8%	4.5%	4.0%	-18.1	-5.5%
5) O=C(NCCCNC(=O)c1ccccn1)c1cccc(F)c1
→ 5.5%	5.8%	-7.2%	-3.0%	6.5	-14.9%
6) Cc1ccc(C(=O)Nc2ccccc2)cc1S(=O)(=O)Nc1ccc(Br)cc1
→ .	1.5%	.	.	-23.0	6.7%
7) O=C1CSC(=S)N1/N=C/c1cccnc1
→ ?	6.31µM*	-11.6%	7.2%	13.3	-2.0%
8) Cc1cccc(OCC(=O)N2CCN(C(=O)c3cccs3)CC2)c1
→ 1.4%	4.9%	-9.7%	-12.8%	-11.0	-10.0%
9) N#Cc1ccccc1CSc1nc2ccc(NC(=O)c3ccccc3C(=O)O)cc2s1
→ 2.1%	7.0%	-31.5%	-28.7%	-31.1	4.9%
10) CN(CC(=O)Nc1cccc(F)c1)C(=O)c1cc2c(s1)CCCCC2
→ .	2.0%	-15.1%	16.4%	.	-14.3%
11) CCOc1ccc(Oc2ccc(S(=O)(=O)N3CCOCC3)cc2NC(=O)C2=COCCO2)cc1
→ .	-1.1%	159.7%[activator]	?	-19.7	?
12) COc1ccc(CN2CN(C(C)C)CSC2=S)cc1
→ -17.2%	?	-25.6%	-0.6%	2.2	3.1%
13) O=C(O)c1cc(S(=O)(=O)NC(CO)C(O)c2ccc([N+](=O)[O-])cc2)ccc1Br (configuration not stated)
→ -3.3%	0.1%	-12.7%	10.5%	-5.4	6.5%
14) O=C(CN1CCOc2ccccc21)NCc1ccc(Cl)cc1
→ -2.6%	-12.7%	2.3%	-5.6%[8.37 µM]	41.3	?
15) CCNc1nc(Oc2ccc(=O)[nH]n2)nc(N2CCOCC2)n1
→ 1.0%	5.1%	-18.6%	0.3%	-15.3	-14.2%
16) Cc1ccc(CN(Cc2cc3cc(C)ccc3[nH]c2=O)C(=O)N2CCOCC2)cc1
→ -0.3%	-10.1%	21.7%	10.9%	-19.1	?
17) O=C(CSc1nc(-c2ccc(F)cc2)cc(C(F)(F)F)n1)Nc1ccc2c(c1)OCO2
→ -0.6%	-0.3%	-27.9%	?	-6.4	-5.8%
18) COC(=O)c1ccccc1NC(=O)CN1C(=O)NC2(CCCCCCC2)C1=O
→ .	-8.9%	-8.2%	-3.4%	0.0	-2.5%
19) CN(C)c1ccc(NC(=O)CC2NCCNC2=O)cc1 (configuration not stated)
→ 4.4%	-4.5%	.	21.6%	-3.9	1.3%
20) Cc1c(NC(=O)/C(=C/c2cccs2)NC(=O)c2ccccc2)c(=O)n(-c2ccccc2)n1C
→ 2.0%	-2.5%	-18.7%	6.0%	-6.7	-4.0%
21) Cc1occc1-c1nnc(SCC(=O)c2ccc(Cl)cc2)n1C
→ -4.5%	39.8µM*	-31.7%	?	-11.5	2.5%
22) CCOC(=O)C1CCN(C(=O)CCN2C(=O)C3C4C=CC(C4)C3C2=O)CC1 (configuration not stated)
→ 4.3%	-8.8%	-5.8%	13.1%	35.8	1.4%
23) CCc1ccc(N2CC(C(=O)OCc3csc(CC(=O)Nc4ccccc4C)n3)CC2=O)cc1 (configuration not stated)
→ .	-20.4%	-10.8%	-4.1%	0.0	?
24) CC(C)[C@H](NC(N)=O)C(=O)Nc1cccc([N+](=O)[O-])c1
→ 6.1%	?	-11.0%	-1.3%	-11.1	8.4%
25) Cc1ccc(C(=O)C(OC(=O)CN2C(=O)c3ccccc3C2=O)c2ccccc2)cc1 (configuration not stated)
→ .	13.3%	-5.2%	13.9%	6.3	-12.9%
26) Cc1ccccc1-n1c(SC(C)C(=O)N2CCN(C)CC2)nc2ccccc2c1=O (configuration not stated)
→ 2.8%	0.1%	-16.6%	18.4%	-3.9	-2.2%
27) O=C(CN(C1CC1)S(=O)(=O)c1ccc(S(=O)(=O)NC2CCCCC2)cc1)Nc1ccccc1
→ -3.2%	2.1%	-17.6%	?	-38.8	?
28) Cc1ccsc1CNc1ncnc2ccc(-c3c(C)noc3C)cc12
→ -12.1%	.	-43.4%	.	?	.
29) Cc1ccccc1Cn1c(CN2CCC(C(=O)NCc3cccnc3)CC2)cc2ccccc21
→ .	11.8%	.	.	7.6	11.1%
30) CC1CCCCC1NC(=O)COC(=O)c1ccc2c(c1)NC(=O)CS2 (configuration not stated)
→ .	.	-20.6%	?	-18.6	.
31) C[C@H]1CN([C@@H](C)CO)C(=O)c2cccc(NC(=O)Nc3ccc(C(F)(F)F)cc3)c2O[C@@H]1CN(C)C(=O)Nc1ccc(F)cc1
→ .	.	218.3%[activator]	-9.2%	6.2	.
32) CCC(c1nnnn1Cc1ccco1)N(Cc1cc2cc(C)cc(C)c2[nH]c1=O)CC1CCCO1 (configuration not stated)
→ -20.9%	22.4µM*	81.2%[activator]	?	-6.4	-10.9%
33) COc1cccc(NC(=O)CN(C)C(=O)CN2C(=O)c3ccc([N+](=O)[O-])cc3C2=O)c1
→ .	-3.8%	?	12.5%	-21.5	?
34) CC[C@@H](CC1CCCCC1)C(=O)N(Cc1ccccc1)c1ccccc1
→ .	.	-29.9%	10µM*	?	.
35) COc1ccc(/C=N/n2cnc3c([nH]c4ccccc43)c2=O)cc1CO
→ 4.3%	12.8%	-6.9%	-2.7%	-30.0	5.4%
36) O=C1C=C(N2CCOCC2)C2(CCCCC2)O1
→ -1.2%	1.3%	138.5%[activator]	-13.2%	2.5	1.9%
37) O=C(NC(=S)NC1CCS(=O)(=O)C1)c1ccccc1F (configuration not stated)
→ .	-1.9%	-6.5%	9.9%	2.9	-0.8%
38) O=C(COC(=O)c1ccc(Cl)c(S(=O)(=O)N2CCCCC2)c1)NCc1ccco1
→ 0.2%	?	-4.9%	15.5%	-11.9	6.7%
39) Cc1c(Cl)cccc1NC(=O)c1ncn[nH]1
→ -22.6%	1.8%	-12.6%	2.3%	-0.3	-6.4%
40) CN(Cc1ccc(-n2cccn2)cc1)Cc1nc(-c2cnccn2)no1
→ 0.5%	-4.7%	-4.1%	-4.2%	81.1	-6.2%
41) COc1ccc(C(=O)Nc2ccc(NC(=O)c3cccs3)cn2)cc1
→ ?	2.6%	-25.0%	2.5%	27.5	2.6%
42) CN1CCOC(=O)/C1=N/Nc1cc(Cl)ccc1Cl
→ 7.9%	-16.6%	-24.8%	-13.6%	48.4	3.7%
43) CSCC[C@H](NC(=O)c1cccc(S(=O)(=O)N2CCN(C)CC2)c1)c1nc2ccccc2[nH]1
→ .	.	28.8%	4.1%	7.3	.
44) COc1cccc(NC(=O)CNC(=O)c2ccc(F)cc2)c1
→ -0.5%	-1.9%	-15.8%	0.2%	-6.2	-13.0%
45) Cc1cc(C)c2c(=O)[nH]c(SCC(=O)N3CCCCC3)nc2n1
→ -16.9%	-6.5%	-9.5%	24.5%	-15.5	?
46) Cc1ccc(Cn2c(SCC(=O)N/N=C/c3ccccc3OCC(=O)O)nc3ccccc32)cc1
→ 29.0%	7.4%	20.0%	5.0%	-33.8	14.3%
47) Cc1ccc(C(=O)CSc2nc(O)cc(=O)[nH]2)cc1C
→ -8.0%	-0.7%	-37.9%	11.2%	-17.4	?
48) CCCc1nc2c(sc3nc4c(cc32)COC(C)(C)C4)c(=O)o1
→ -15.5%	.	-8.0%	4.1%	-33.2	3.4%
49) CC1(C)CC(=O)C2=C(C1)OC(N)=C(C#N)C21C(=O)N2CCCc3cccc1c32 (configuration not stated)
→ -8.5%	-1.5%	-4.8%	-22.1%	-8.0	-9.9%
50) O=C(Nc1ccncc1)Nc1ccc(F)cc1
→ -7.9%	-3.3%	-14.0%	-5.4%	1.2	8.9%

Going on with the list:
Order of results: FBPA Giardia inh	Sm TGR block	AmpC inh no detg	HCV inh	HCMV inh	AmpC inh detg
51) CC(C)Cc1nc(SCC(=O)N2CCCCC2)c2c(=O)n(C)c(=O)n(C)c2n1
→ .	1.4%	-10.5%	25.1µM*	?	0.4%
52) O=C(Nc1ccc(N2CCOCC2)c(Cl)c1)c1ccc(S(=O)(=O)N2CCOCC2)cc1
→ -6.4%	-1.2%	71.7%[activator]	?	-26.7	7.0%
53) CCCN(CCC)S(=O)(=O)c1ccc(Cl)c([N+](=O)[O-])c1
→ 0.8%	?	-14.2%	?	-19.1	-4.8%
54) CSc1nc2ccccc2c(=O)n1N
→ -0.7%	12.1%	-1.1%	9.1%	23.6	?
55) COC(=O)C(N)Cc1ccc(O)cc1 (configuration not stated)
→ -6.9%	10.0%	4.6%	14.8%	2.7	3.0%
56) CCn1c(SCC(=O)Nc2ccc(-c3nc4ccc(C)cc4s3)cc2)nnc1-c1ccccc1
→ 0.4%	-29.4%	-1.6%	-9.5%[0.335 µM]	.	-13.9%
57) CCOC(=O)c1ccc(NC(c2ccc(N(C)C)cc2)P(=O)(OC(C)C)OC(C)C)cc1 (configuration not stated)
→ -7.3%	1.2%	4.8%	?	-14.2	-11.6%
58) CNC(=O)c1c(NC(=O)CCS(=O)(=O)c2ccccc2)sc(C)c1C
→ .	-18.2%	2.7%	13.3%	?	?
59) C/C(=N/NC(=O)CNC(=O)c1ccccc1F)c1ccc2c(c1)CCCC2
→ 4.1%	9.2%	-50.9%	2.6%	3.8	-3.5%
60) CC(=O)c1cnc(-c2ccccc2)s1
→ -0.5%	-6.4%	-47.7%	1.8%	-38.3	-6.7%
61) CCc1ccccc1N(CC)C(=O)c1c(C)oc2ncnc(N3CCOCC3)c12
→ .	3.1%	.	.	-23.9	18.9%
